UPR XBP1 act: activators of adaptive arm of unfolded protein response (XBP1); CHO-XBP1 luciferase reporter, IRE1-XBP1 UPR activation, luminescence; percent of tunicamycin response, DMSO as zero; activation, % at 20 µM; actives 0.33% (n = 330,000);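 active means versus positive control, 20 µM dose yields 30% or more activation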;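 further: 100% = tunicamycin at 10 µg/mL and 0% = DMSO only wells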
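Material: CHO cell line with stable XBP1 luciferase reporter; buffer or medium: F12 medium containing 10% fetal bovine serum; compound: single point, 20 µM final compound, 1% DMSO; incubation: 6 h treatment, 37 °C; measured by: glow luminescence from Steady-Glo reagent; evaluation: activation, % of tunicamycin; control set: tunicamycin high, DMSO low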
APJ antagonist: antagonists of human APJ apelin receptor; CHO-K1 APJ beta-arrestin complementation, luminescence; actives 0.32% (n = 330,000); inhibition, % at 20 µM; AID 2521; P35414;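 active means inhibition above about 40% at 20 µM, limit read from the data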;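 further: cells challenged with 10 nM apelin-13 agonist together with compound; plate controls were apelin-13 plus DMSO wells for no effect and DMSO wells lacking apelin-13 for full effect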
Target sequence (P35414 whole entry, looked up): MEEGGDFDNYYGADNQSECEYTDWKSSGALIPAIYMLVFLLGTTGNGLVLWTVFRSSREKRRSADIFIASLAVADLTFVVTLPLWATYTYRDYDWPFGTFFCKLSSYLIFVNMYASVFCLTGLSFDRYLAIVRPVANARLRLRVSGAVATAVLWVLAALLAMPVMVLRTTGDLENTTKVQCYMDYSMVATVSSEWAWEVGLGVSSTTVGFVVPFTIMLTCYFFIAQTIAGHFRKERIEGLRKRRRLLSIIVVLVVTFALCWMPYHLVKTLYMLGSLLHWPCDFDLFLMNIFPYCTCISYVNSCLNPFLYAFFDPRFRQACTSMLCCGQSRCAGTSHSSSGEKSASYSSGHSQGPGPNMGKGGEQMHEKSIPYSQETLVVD
Mdm2-MdmX inh: disrupts the human Mdm2-MdmX interaction | AID 485346 | O15151+Q00987 | SaOS-2 split-luciferase Mdm2/MdmX complementation, luminescence | inhibition, % at 8 µM | actives 3% (n = 330,000);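 active means inhibition of at least 50% at 8 µM in the primary screen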
APJ agonist: APJ receptor agonism | activation, % at 20 µM | P35414 | actives 0.11% (n = 330,000) | CHO-K1 APJ PathHunter beta-arrestin, luminescence; 0% DMSO wells, 100% apelin;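 active means activation more than six SD over the plate average, tested at 20 µM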;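 further: 0% = DMSO alone and 100% = apelin-13 at 10 nM; some results filed as inactive read as strong as hits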
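Test system: CHO-K1 APJ beta-arrestin complementation cell line. Amount: cell density 1000 per well. Controls: DMSO negative, 10 nM Apelin-13 positive. Signal: luminescent beta-gal fragment complementation, chemiluminescent substrate. Read-out basis: agonist-driven arrestin binding to APJ. Timing: compound stimulation 90 min at 25 °C, detection 60 min.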
tim23-1 inh: inhibits growth of tim23-1 mutant yeast; S. cerevisiae tim23-1 growth, BacTiter-Glo luminescence, 24 h; inhibition, % at 20 µM; actives 1.3% (n = 330,000); AID 463212;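 active means growth inhibition of the mutant yeast at or above 50%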;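 further: temperature-sensitive mutant grown at 25 °C; plate controls were DMSO-treated mutant yeast for no effect and medium wells lacking yeast for full effect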
CXCR6 inh: blocks human CXCR6 beta-arrestin recruitment. O00574. CHO-K1 PathHunter CXCR6 beta-arrestin, luminescence. inhibition, % at 20 µM. actives 0.36% (n = 360,000); in the data active means inhibition above about 34%, passing the limit was not always enough;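 further: antagonist mode with CXCL16 agonist at 10 nM final; 0% = 10 nM CXCL16 with DMSO and 100% = unstimulated wells without agonist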
Target sequence (O00574 whole entry, looked up): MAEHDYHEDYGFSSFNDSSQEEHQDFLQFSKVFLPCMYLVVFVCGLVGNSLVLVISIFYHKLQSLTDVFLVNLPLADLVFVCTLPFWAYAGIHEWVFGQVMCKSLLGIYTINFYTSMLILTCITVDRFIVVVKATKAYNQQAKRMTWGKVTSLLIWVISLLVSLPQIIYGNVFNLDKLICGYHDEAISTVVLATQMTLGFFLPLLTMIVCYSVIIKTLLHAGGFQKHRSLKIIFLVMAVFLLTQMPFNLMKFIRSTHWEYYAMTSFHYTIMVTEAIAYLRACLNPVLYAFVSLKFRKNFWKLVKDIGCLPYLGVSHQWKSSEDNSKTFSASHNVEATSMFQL
UPR CHOP act: activators of apoptotic arm of unfolded protein response (CHOP); CHO-CHOP luciferase reporter, UPR activation, luminescence; percent of tunicamycin response over DMSO baseline; activation, % at 10 µM; actives 0.34% (n = 330,000); AID 449763;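 active means at 10 µM dose, activation of 40% or more, normalized to positive control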;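 further: 100% = tunicamycin at 10 µg/mL and 0% = DMSO alone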
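Evaluation: % reporter activation, DMSO baseline versus tunicamycin full activation; System: CHO-CHOP luciferase reporter cell line; Input: 500 cells/well; Incubation: 6 h compound treatment, 37 °C; Measured by: Steady-Glo luciferase luminescence; Dosing: one dose, 10 µM in 0.5% DMSO; Buffer or medium: F12 medium, 10% FBS; Benchmarks: positive tunicamycin 10 µg/mL, negative DMSO alone.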
TIM10 inh: growth inhibitors of TIM10 yeast strain; S. cerevisiae TIM10 strain growth, BacTiter-Glo luminescence, 24 h; inhibition, % at 10 µM; actives 1.4% (n = 330,000); AID 463195;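 active means inhibition of 40% or more at the single tested concentration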;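 further: wild-type TIM10 isogenic control strain grown at permissive 25 °C; 0% = DMSO yeast wells and 100% = minimal medium wells without yeast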
tim10-1 inh: inhibits growth of tim10-1 mutant yeast; S. cerevisiae tim10-1 ts strain growth, BacTiter-Glo, 24 h; inhibition, % at 20 µM; actives 2.2% (n = 330,000);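 active means inhibition of at least 40%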;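 further: mutant grown at 25 °C; 0% = DMSO wells with yeast and 100% = wells holding no yeast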
Active calls of the source: *.

SMILES	UPR XBP1 act	APJ antagonist	Mdm2-MdmX inh	APJ agonist	tim23-1 inh	CXCR6 inh	UPR CHOP act	TIM10 inh	tim10-1 inh
OCCN1CCN(Cc2ccc3ccccc3c2)CC1	-1	-21	17	-1	14	4	0.2	-4	-6
COc1cc(C(=O)Nc2ccccc2NC(=O)c2cc(OC)c(OC)c(OC)c2)cc(OC)c1OC	-4	-7	15	-1	3	-3	-0.5	11	16
O=S(=O)(NC(=NC1CCCCC1)c1ccccc1F)c1ccccc1	0	0	-1	-2	4	-8	-0.5	24	5
CN1CCN(C(=O)C2=C[C@H](C3CC3)C[C@H](OCc3ccc(CO)cc3)O2)CC1	-1	10	5	-2	-9	-4	1.1	-10	-27
COc1cccc(NC(=O)C(Sc2nnc(Nc3ccccc3C)s2)c2ccccc2)c1 (stereo not drawn)	-2	-9	28	-2	13	9	-0.9	14	16
Cc1cccc(C)c1OCC(=O)NNC(=O)CCNC(=O)c1ccco1	-1	23	0	-3	-10	-10	1.7	-2	-15
COc1cc2c(cc1OC)CN(C(=O)c1ccc(S(=O)(=O)N(C)c3ccccc3)cc1)CC2	3	-7	16	3	10	-5	2.5	-1	-1
COc1cc(Cl)c(C)cc1NC(=O)Cc1cccs1	-5	15	30	-4	30	0	0.9	5	15
Cn1c(=O)n(Cc2ccccc2F)c(=O)c2c1nc1n2CCCN1CCc1ccccc1	2	7	26	-1	16	2	0.5	6	15
CCNS(=O)(=O)c1ccc(NC(=O)c2ccccc2OCC)cc1	-3	11	-14	5	6	-8	-2.6	18	11
COC(=O)c1ccccc1S(=O)c1snnc1C (stereo not drawn)	0	-2	-5	-2	-12	-2	-1.5	-6	-10
CCOC(=O)N1CCN(C(=O)CN(Cc2ccc(Cl)cc2)S(=O)(=O)c2ccc(C)cc2)CC1	-4	-14	-19	-2	18	6	1.2	25	21
CC(OC(=O)C1CCN(S(=O)(=O)c2ccc(Cl)cc2)CC1)C(=O)NC1CCCCC1C (stereo not drawn)	1	4	6	-9	30	3	1.2	18	28
COc1ccc(NC(=O)C2CCN(C(=O)c3cccs3)CC2)c(OC)c1	0	2	10	-2	2	-8	12	-16	-2
Cc1ccc(CC(=O)NCCN2CCOCC2)cc1	0	9	29	-3	9	-2	-0.8	-11	-1
COc1cc(C)c(CNc2cc(C)cc(C)c2)cc1C	-5	15	2	1	11	0	-0.1	10	5
CC(=O)Nc1ccc(NC(=O)CNC(=O)COc2ccccc2)cc1	0	5	3	-3	2	7	-1.2	-17	-15
CCC(C)(C)n1nnnc1C(c1cc2cc(C)ccc2[nH]c1=O)N1CCCc2ccccc21 (stereo not drawn)	0	-15	18	7	18	-1	1.6	9	33
CCN(CC)C(=O)c1ccc(-c2nnc(Nc3cccc(O)c3)c3ccccc23)cc1	0	-11	33	3	-11	3	1.3	3	-26
O=C(NCc1ccccc1C(F)(F)F)C1CC(c2ccc(C(F)(F)F)cc2)=NO1 (stereo not drawn)	0	-52	-12	9	44	-6	0.4	-13	5
Cc1cc(C)c(S(=O)(=O)NCCCN2CCOCC2)cc1Br	0	8	-1	0	17	-2	-2.4	19	7
CCOc1cc(CNc2ncn[nH]2)ccc1OCC(=O)NC(C)(C)C	-3	5	-13	-2	-3	-3	0.5	9	5
COc1cc(CC(=O)Nc2sc3c(c2C(N)=O)CCCC3)cc(OC)c1OC	-2	-13	38	2	-18	-1	3.0	-3	-4
CCOCC(=O)Nc1ccc(F)c(F)c1	0	0	10	-2	10	13	-4.5	-28	9
CCn1c(=O)c(=O)[nH]c2cc(C(=O)N3CCN(c4ccccc4F)CC3)ccc21	1	20	17	2	-20	-5	0.1	0	13
COCc1cc(OC)nc(-c2csc(C)n2)n1	2	3	15	-2	-13	-3	0.5	10	9
CC(=O)c1ccccc1OCCn1nc(C(=O)O)c2ccccc2c1=O	-2	-4	-9	-2	19	4	-0.8	21	10
Cc1ccc(S(=O)(=O)N(C)c2ccc(OCC(=O)O)cc2)cc1	-1	-8	7	-4	8	-9	-1.3	-11	17
CCN1C(=O)[C@H]2[C@@H](c3ccc(OC)cc3)N3C(=O)CN(CC4CC4)C(=O)[C@@]3(C)[C@H]2C1=O	-1	9	-6	-4	9	4	-0.2	0	7
O=C(NCCOc1ccc(Cl)cc1)c1ccc2ccccc2n1	0	-13	15	-3	13	6	1.7	-1	16
CC(c1ccon1)N(C)Cc1c(C(=O)N(C)Cc2ccccc2)nc2ccccn12 (stereo not drawn)	-1	13	16	-2	14	0	-1.2	-4	15
CNC(=O)NC(=O)COC(=O)CCCSc1nc2ccccc2s1	-6	6	-2	-3	27	-4	-1.0	15	21
Cc1ccc(NC(=O)NNC(=O)C2CC(c3cccnc3)=NO2)cc1 (stereo not drawn)	-5	-13	15	1	-9	-5	0.0	2	-11
COC(=O)CSc1nc2sc(C)c(C)c2c(=O)n1C	2	19	-8	-3	31	4	-1.9	15	24
Cc1ccc2c(c1)C(c1ccc(F)cc1)N(C(=O)c1ccc(S(=O)(=O)N(C)C)cc1)CC(=O)N2 (stereo not drawn)	4	9	16	-4	18	-4	-1.9	9	0
CCCc1cc(=O)oc2c3c(cc(OCC(=O)NCCN4CCOCC4)c12)OC(C)(C)CC3	2	0	15	-4	12	-2	0.3	11	8
Cc1cccc(-c2nnc(SCC3CNC(=O)O3)n2-c2ccc(Cl)cc2)c1 (stereo not drawn)	-5	17	14	-1	2	1	-1.3	22	20
O=C(NCc1nc2ccccc2[nH]1)C1=C[C@@H](C2CC2)C[C@@H](OCc2ccc(CO)cc2)O1	-4	2	16	-2	8	12	0.9	-1	-5
O=C(Nc1cccc(-c2csc(Nc3ccccc3)n2)c1)c1cc([N+](=O)[O-])cc(C(F)(F)F)c1	1	-10	1	17	12	-20	1.5	9	8
CN(C)C(=O)c1ccc(NC(=O)COC(=O)/C=C/c2cccs2)cc1	-3	-44	5	-2	-1	-3	-0.2	11	3
CS(=O)(=O)c1ccc(C(=O)OCC(=O)N(CCc2ccccc2)Cc2ccccc2)cc1	-3	-5	4	0	15	5	1.1	4	12
O=C(Nc1ccc(F)cc1F)Nc1ccc(F)cc1F	5	4	-16	3	13	-9	3.6	16	12
COc1ccc(Br)cc1C(=O)Nc1ccc(N2CCN(S(C)(=O)=O)CC2)cc1	-1	-4	14	-6	31	0	-1.1	28	7
Clc1ccccc1CSc1nncn1NC/C=C/c1ccccc1	-4	13	24	-4	39	8	2.6	12	-3
Oc1ccc(C[C@H]2CNCCN2CCc2cccc(F)c2)cc1	-2	9	20	-7	-9	-15	-1.7	4	-6

Exported with values under each structure: 9 of the compounds above.
Fields – UPR XBP1 act | APJ antagonist | Mdm2-MdmX inh | APJ agonist | tim23-1 inh | CXCR6 inh | UPR CHOP act | TIM10 inh | tim10-1 inh
Cc1ccc(NC(=O)NNC(=O)C2CC(c3cccnc3)=NO2)cc1 (stereo not drawn)
    -5 | -13 | 15 | 1 | -9 | -5 | 0.0 | 2 | -11
COC(=O)CSc1nc2sc(C)c(C)c2c(=O)n1C
    2 | 19 | -8 | -3 | 31 | 4 | -1.9 | 15 | 24
Cc1ccc2c(c1)C(c1ccc(F)cc1)N(C(=O)c1ccc(S(=O)(=O)N(C)C)cc1)CC(=O)N2 (stereo not drawn)
    4 | 9 | 16 | -4 | 18 | -4 | -1.9 | 9 | 0
CCCc1cc(=O)oc2c3c(cc(OCC(=O)NCCN4CCOCC4)c12)OC(C)(C)CC3
    2 | 0 | 15 | -4 | 12 | -2 | 0.3 | 11 | 8
Cc1cccc(-c2nnc(SCC3CNC(=O)O3)n2-c2ccc(Cl)cc2)c1 (stereo not drawn)
    -5 | 17 | 14 | -1 | 2 | 1 | -1.3 | 22 | 20
O=C(NCc1nc2ccccc2[nH]1)C1=C[C@@H](C2CC2)C[C@@H](OCc2ccc(CO)cc2)O1
    -4 | 2 | 16 | -2 | 8 | 12 | 0.9 | -1 | -5
O=C(Nc1cccc(-c2csc(Nc3ccccc3)n2)c1)c1cc([N+](=O)[O-])cc(C(F)(F)F)c1
    1 | -10 | 1 | 17 | 12 | -20 | 1.5 | 9 | 8
CN(C)C(=O)c1ccc(NC(=O)COC(=O)/C=C/c2cccs2)cc1
    -3 | -44 | 5 | -2 | -1 | -3 | -0.2 | 11 | 3
CS(=O)(=O)c1ccc(C(=O)OCC(=O)N(CCc2ccccc2)Cc2ccccc2)cc1
    -3 | -5 | 4 | 0 | 15 | 5 | 1.1 | 4 | 12

Continuation.
SMILES	UPR XBP1 act	APJ antagonist	Mdm2-MdmX inh	APJ agonist	tim23-1 inh	CXCR6 inh	UPR CHOP act	TIM10 inh	tim10-1 inh
COc1cccc(/C=C2/CN(C)CC3=C2OC(N)=C(C#N)C3c2cccc(OC)c2)c1 (stereo not drawn)	-8	7	36	2	-33	2	0.2	-7	-20
CCOc1ccccc1N(CC(=O)NCc1ccncc1)S(=O)(=O)c1ccccc1	0	-3	19	-3	6	1	-2.2	-4	11
Cc1ccc(C(=O)OCC(=O)N(C)c2c(N)n(Cc3ccccc3)c(=O)[nH]c2=O)s1	-2	16	8	6	2	5	2.4	-1	10
CCN(CC)S(=O)(=O)c1ccc2nc(NC(=O)c3ccco3)sc2c1	2	6	10	-4	41	1	1.2	36	15
O=C1CC(/C=C/c2ccccc2)=Nc2ccccc2N1	6	10	18	-1	13	2	2.8	20	17
O=C(Nc1nc2ccccc2s1)c1c(F)cccc1Cl	0	-6	-8	-3	28	-9	2.9	12	5
COc1ccc(C2(c3ccc(OC)cc3)NC(=O)N(Cn3nnc4ccccc4c3=O)C2=O)cc1	-1	1	18	1	1	4	-1.5	3	13
COC(=O)c1ccc(CNCC(O)COc2ccc(-c3ccccc3)cc2)cc1 (stereo not drawn)	1	10	6	2	-32	0	-1.2	16	-24
Cc1ccc(S(=O)(=O)c2c[nH]c3ccc(Cl)cc3c2=O)cc1	1	1	-6	-5	10	-4	0.9	23	6
CCCCN(C)CCNC(=S)Nc1ccc2nc(N3CCN(CC)CC3)cc(C)c2c1	0	14	74*	1	-20	14	1.5	-24	-18
COc1ccc(S(=O)(=O)N2CCCCCC2)cc1C(=O)N(C)Cc1c(F)cccc1Cl	-3	-9	-17	-5	17	8	0.1	0	25
O=c1cc(O)nc(SCc2ccccc2)n1-c1ccc(F)cc1	-3	-15	-15	-1	27	-13	-0.5	24	17
COc1ccc(-c2nc(CS(=O)CC(=O)NCCCN3CCOCC3)c(C)o2)cc1OC (stereo not drawn)	-8	-2	5	-3	4	-2	0.7	0	-9
Cc1cc(NC(=O)c2ccc3c(c2)OCCO3)ccc1NC(=O)c1ccco1	-1	18	22	-1	8	-1	1.9	-2	-16

Screens: PubChem, Sanford-Burnham Center for Chemical Genomics

The list is partial; count on the stated rates, not on these rows.
